High-throughput results as filed in PubChem BioAssay.
SSB-PriA inh – inhibitors of Klebsiella pneumoniae PriA binding to SSB C-terminal tail, primary screen, biochemical, AlphaScreen. PriA–SSB C-terminal tail interaction (Klebsiella pneumoniae). AlphaScreen SSBct-PriA binding, biotinylated peptide. inhibition, % at 33 µM. 430,000 compounds, 0.6% hits; in the data active means inhibition mostly above about 37%, no sharp cut-off; inactive means mostly below about 20%;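 further: plate controls were negative control peptide for no effect and reference peptide for full effect; strong numbers were not always called active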
Numbers without * were called inactive; & = joins results of further samples.

SMILES	SSB-PriA inh
O=c1cccc2n1C[C@@H]1C[C@H]2CN(CC(O)c2ccc([N+](=O)[O-])cc2)C1 (stereo not given in full)	-10.7
CN(C)c1nccc(CNC(=O)COc2ccccc2)n1	0.0
O=C(Nc1nccs1)c1nnn(Cc2ccccc2F)c1-c1ccncc1	-2.0
O=c1c(Cl)c(NN=Cc2ccc(Cl)cc2)cnn1-c1ccccc1	0.8
COCC(=O)NN=Cc1ccc(Sc2nc3ccccc3s2)o1	-0.5
COC(=O)N1CCC(CNS(=O)(=O)CCc2ccccc2)CC1	1.0
CC(=O)Nc1ccc(C(=O)/C=C/c2ccc(-c3ccccc3[N+](=O)[O-])o2)cc1	-1.0
CN(C)CC#CCNC(=O)C(C)(C)C	-3.0
COc1ccc(N(C2C=CS(=O)(=O)C2)S(=O)(=O)c2ccc([N+](=O)[O-])cc2)cc1 (stereo not given)	0.0
O=C(NN=Cc1ccc(S(=O)(=O)O)o1)c1ccc2c(c1)OCO2	-1.9
O=C(C1CCc2nc[nH]c2C1)N1CCN(c2ccc(Cl)cc2)CC1 (stereo not given)	-7.0
Cc1ccc(C=Nn2c(-c3cccc(Cl)c3)n[nH]c2=S)o1	6.1
COC(=O)c1ccc(OC)c(NC(=O)C2CC(=O)Nc3nc4ccccc4n32)c1 (stereo not given)	7.0
CCOC(=O)c1sc(NC(=O)c2ccc(Cl)s2)c(C#N)c1C	-11.0
COc1ccc(S(=O)(=O)N2CCC(c3nc(-c4cccc(C(F)(F)F)c4)no3)CC2)cc1	-9.0
COC(=O)c1c(NC(=O)CSc2nnc3cc(C)c4ccccc4n23)sc(Br)c1-c1ccccc1	-26.0
O=C(CN1CCN(C(=O)c2ccco2)CC1)c1ccco1	-6.0
CCOc1ccccc1NC(=O)C(=O)NCC1(c2cccs2)CCCC1	-10.0
CCCCCOC(=O)c1c(C)oc2ccc(NS(=O)(=O)c3ccc(Cl)c(C)c3)cc12	-15.0
O=C(C1CC(=O)N(C2CCOCC2)C1)N1CCN(c2ccccn2)CC1 (stereo not given)	-16.0
O=C(Nc1nc(C(=O)NCc2ccco2)co1)c1ccsc1	5.0
O=C1CC(c2nc(-c3ccccc3Cl)no2)CN1c1ccc2c(c1)OCO2 (stereo not given)	1.0
O=C(Nc1nnc(-c2ccco2)o1)c1ccc2c(c1)OCCO2	-15.0
Cn1c(C2CCN(S(C)(=O)=O)CC2)nn(CC(=O)Nc2cccc(C(F)(F)F)c2)c1=O	-3.0&0.0
O=C(NCc1nn(C2CCCC2)c2c1CCCC2)Nc1ccccc1Cl	-12.0
Cc1noc(C)c1CSc1nnc2cc(C)c3ccccc3n12	-4.8
Cc1cc(C(=O)NCCn2nc(-c3cccs3)cc2C2CC2)c(C)o1	16.0
Cc1nc(S(=O)(=O)NCCn2nc(-c3ccncc3)cc2C)cn1C	-8.0
O=C(c1cnn2c1CCCC2)N1CCN(S(=O)(=O)c2cccnc2)CC1	-21.0
O=C(NCc1ccc2[nH]c3c(c2c1)CCCC3)NC1CCCCC1	32.0
CC(=O)c1cccc(NC(=O)Cn2cccc(-c3nc(-c4ccc(Cl)cc4)no3)c2=O)c1	2.0
Cc1cc(=O)[nH]c(NN=CC(C)c2ccccc2)n1 (stereo not given)	-11.2
COc1ccc(S(=O)(=O)NCCNc2ccc(-n3cccc3)nn2)c(OC)c1OC	4.0
CS(=O)(=O)c1ccc2nc(NC(=O)c3ccc(=O)n(Cc4ccc(Cl)cc4)c3)sc2c1	1.0
COc1ccc(C=NNc2nc3ccccc3[nH]2)cc1OC	12.5
Cc1nc(-c2ccccc2NC(=O)C2CC(=O)N(c3cccc(F)c3)C2)cs1 (stereo not given)	-8.0
CCN(Cc1ccccc1)S(=O)(=O)c1ccc(C(=O)Nc2cc(C)nn2C(C)C)cc1	-7.0
Cc1ccc(NC(=O)CN2CCC(C(=O)Nc3ccc(F)c(F)c3)CC2)c(C)c1	-5.0
Cc1ccc(CC(=O)Nc2cc(C)nn2C(C)C)c(C)c1	-5.0
CCS(=O)(=O)C1CN(S(=O)(=O)c2ccc(-c3coc(C)n3)cc2)C1	-20.0
O=C(c1ccco1)N1CCC2(CC1)OCCS2	2.0
CCN(CC)C(=O)CSc1nc2c(-c3ccccc3)c[nH]c2c(=O)n1C	-20.0
CCOC(=O)C1=C(C)N=c2sc(=Cc3ccc(OCC(=O)O)cc3)c(=O)n2C1c1ccc(OC(C)C)cc1 (stereo not given)	1.1
CCOC(=O)c1sc(NC(=O)CSc2ncnc3ccccc23)c(C(=O)OCC)c1C	-19.0
CCn1cc(C2C(C(N)=O)=C(C)Nc3nc(SC)nn32)cn1 (stereo not given)	-17.0
CSc1ccc2nc(Nc3nc4ccc(NC(C)=O)cc4s3)sc2c1	-16.0&-15.0
Cc1cc(C)c2sc(N(CCN(C)C)C(=O)c3cccs3)nc2c1	8.0
CCn1c(C)nc2cc(C(=O)NN=Cc3ccc(O)cc3)ccc21	-11.2
O=C1N[C@@H](Cc2ccccc2)C(=O)N2[C@H]3Nc4ccccc4[C@@]3([C@]34C[C@H]5C(=O)N[C@@H](Cc6ccccc6)C(=O)N5[C@H]3Nc3ccccc34)C[C@@H]12	7.7
O=C(Nc1ccccc1-c1nc2ccccc2s1)c1ccc(Cl)cc1Cl	1.0
S=c1[nH]nc(C2CCCCC2)n1N=Cc1ccccc1Br	3.2
O=C(O)CN1CCN(c2ccc(F)c(F)c2)C1=O	-5.0
Cc1ccc(S(=O)(=O)c2c(C)cc(C)n(CC(=O)NCc3ccc(Cl)cc3)c2=O)cc1C	3.0
Brc1ccc(CSc2cn(Cc3ccc(Br)cc3)c3ccccc23)cc1	-10.0
Cc1cc(-n2ccnc(SCC(=O)c3ccc(F)cc3)c2=O)ccc1Br	-3.0
CCc1ccc(OCC(=O)NN=Cc2ccco2)c([N+](=O)[O-])c1	-6.4
O=C(NCc1cccnc1)c1ccc(S(=O)(=O)Nc2ccc(OC(F)(F)F)cc2)o1	-10.0
CCCCNC(=O)Cc1csc(NC(=O)OC)n1	-15.0
O=S(=O)(Cc1noc2ccccc12)NC1CC1	-6.0
COc1ccc(OC)c(-c2ccc(SCc3cccnc3)nn2)c1	-4.0

4 of the compounds above, with each value named:
Brc1ccc(CSc2cn(Cc3ccc(Br)cc3)c3ccccc23)cc1
  SSB-PriA inh: -10.0
Cc1cc(-n2ccnc(SCC(=O)c3ccc(F)cc3)c2=O)ccc1Br
  SSB-PriA inh: -3.0
CCc1ccc(OCC(=O)NN=Cc2ccco2)c([N+](=O)[O-])c1
  SSB-PriA inh: -6.4
O=C(NCc1cccnc1)c1ccc(S(=O)(=O)Nc2ccc(OC(F)(F)F)cc2)o1
  SSB-PriA inh: -10.0

Additional results follow:
SMILES	SSB-PriA inh
Cc1ccc(N2CCCS2(=O)=O)cc1NC(=O)c1c(F)cccc1Cl	5.0
CCOc1ccc(-c2cc(C(=O)Nc3nc4ccc(Cl)cc4s3)no2)cc1	-18.0
O=C(NN=Cc1cccnc1)c1cccc(NC(=O)c2ccccc2Cl)c1	-5.7
COC(=O)c1c(NC(=O)c2cn(C)nc2OC)sc2c1CCN(C(C)=O)C2	2.0
CC[C@@](CNC(=O)CCc1ccc(C(F)(F)F)cc1)(OC)c1ccccc1	-1.0
NC(CSc1ccc(Cl)cc1)=NNC(=O)c1ccncc1	-14.6
COc1cccc(C=NNc2nc(C)cc(=O)[nH]2)c1OC	-1.9
N#C/C(=C\N1CCN(Cc2ccc3c(c2)OCO3)CC1)C(=O)NCc1ccccc1	-7.0
COc1ccc(S(=O)(=O)NN=Cc2ccc3c(c2)OCO3)c(OC)c1	-6.1
Cn1nc(C2CCN(C(=O)Nc3ccc(C(F)(F)F)cc3)CC2)n(C2CC2)c1=O	-10.0
Cc1cc(C)n2nc(C(=O)Nc3ccccc3-c3ccc(=O)n(C)n3)nc2n1	-13.0
O=C(/C=C\c1ccccc1)N1CCCC(c2nnc(-c3cccs3)o2)C1 (stereo not given)	-1.0
COc1ccc(-c2cn3c(C)c(C(=O)N4CCN(C(=O)c5ccco5)CC4)sc3n2)cc1	-8.0
Cc1cc(C)c(S(=O)(=O)NCC(C)(O)c2cccs2)cc1C (stereo not given)	-4.0
Cc1cc(-c2ccccc2)c2c(n1)sc1c(=O)n(CC(=O)Nc3ccc(F)c(C)c3)cnc12	7.0
Brc1ccc(-n2cnnc2)cc1	20.0
CCOC(=O)Nc1ccc(-c2csc(Nc3cccnc3)n2)cc1	-21.0
Cc1[nH]c2ccc(F)cc2c1CCNC(=S)Nc1ccc(I)cc1	30.0
Cc1nnsc1C(=O)Nc1cccc(-c2csc(Nc3ccc(F)cc3F)n2)c1	0.0
Clc1cnc(NN=Cc2ccco2)c(Cl)c1	-10.9
COc1ccc(C(=O)Nc2cccc(C(C)=NNC(=O)c3ccc([N+](=O)[O-])c(C)c3)c2)cc1OC	-3.2
COc1cn(CC(=O)NC[C@H]2CCCO2)c(CSc2nc(C)cc(C)n2)cc1=O	-6.0
C[C@H](O)CNC(=O)C(=O)NC1CCCC1	-10.0
CCC(CO)NC(=O)C(=O)Nc1ccc([N+](=O)[O-])cc1 (stereo not given)	1.0

Part of the list above in order of count of non-hydrogen atoms, high to low.
SMILES	SSB-PriA inh
COc1ccc(C(=O)Nc2cccc(C(C)=NNC(=O)c3ccc([N+](=O)[O-])c(C)c3)c2)cc1OC	-3.2
Cc1cc(-c2ccccc2)c2c(n1)sc1c(=O)n(CC(=O)Nc3ccc(F)c(C)c3)cnc12	7.0
CCC(CO)NC(=O)C(=O)Nc1ccc([N+](=O)[O-])cc1 (stereo not given)	1.0

A second format for 2 compounds above:
compound | SSB-PriA inh
C[C@H](O)CNC(=O)C(=O)NC1CCCC1 | -10.0
Cc1[nH]c2ccc(F)cc2c1CCNC(=S)Nc1ccc(I)cc1 | 30.0

Going on with the list.
SMILES	SSB-PriA inh
O=C(COc1ccccc1)NNC(=O)c1cccn(Cc2ccc(Cl)c(Cl)c2)c1=O	-1.0
Cc1noc(-c2ccn3c(CNC(=O)c4ccc5c(c4)OCO5)nnc3c2)n1	-10.0
COCCn1cc(C(=O)Nc2nnc(C(C)C)s2)c2nn(-c3ccccc3)c(=O)c-2c1	2.0
O=C(C1CCN(c2ccc(-c3ccccc3)nn2)CC1)N1CCN(Cc2ccccc2)CC1	-4.0
Cc1cc(SCC(=O)Nc2cccc(C(F)(F)F)c2)nc2ccccc12	0.0
COc1cccc(CC(=O)NCC(C)(O)c2cc3ccccc3o2)c1 (stereo not given)	-17.0
O=C(NCCC(c1ccccc1)c1ccccc1)C(=O)NCc1ccc(F)cc1	-5.0
COc1ccccc1CCNC(=O)CC1CCCCN1S(=O)(=O)c1ccc(F)cc1 (stereo not given)	12.0
CCc1ccc(-c2n[nH]c(=O)c3nc(C)sc23)cc1	-6.0
Cc1cc(NC(=O)CCCSc2ccc(NC(=O)c3ccc(F)cc3)nn2)no1	0.0
CC(/C=C/C=C/c1ccccc1)=NNC(=O)CNc1ccccc1C	-4.4
O=C(CNS(=O)(=O)CCc1ccccc1)N1CCOC(c2ccccc2)C1 (stereo not given)	-7.0&-7.0
CC(=O)Cc1nsc(NC(=O)c2ccoc2COc2ccccc2)n1	-18.0
COc1ccccc1N1CCN(N=C/C(Br)=C/c2ccccc2)CC1	2.4
O=C(Nc1ccccc1Cl)N1CCC(CSCc2ccco2)CC1	7.0
Cc1c(Cl)cccc1NC(=O)C(=O)NCC[C@H](O)c1cccn1C	6.0
COC(=O)CC1C(=O)NCCN1C(=S)NC(=O)c1ccc(OC)c(I)c1 (stereo not given)	-3.0
CC(=O)N1CCc2c(sc(NC(=O)c3ccccc3S(C)(=O)=O)c2C(N)=O)C1	-15.0&-11.0
O=C(CCn1c(=O)oc2ccccc21)NCc1ccccc1Cl	-8.0
COc1ccc(Cl)cc1C(=O)NNC(=O)c1cccn(Cc2ccc(F)cc2)c1=O	11.0
O=C(NCc1ccc(F)cc1)Nc1ccccc1Cc1nc(-c2cnccn2)no1	6.0
COc1ccc(C=NNC(=O)c2ccc3c(c2)OCO3)cc1	4.4
Cc1c(C)c(C)c(S(=O)(=O)NC[C@](C)(O)c2ccc3c(c2)OCO3)c(C)c1C	11.0
Cn1nc(N2CCC(C(=O)NCC(F)(F)F)CC2)ccc1=O	-8.0
Cn1cccc1C(O)CCNS(=O)(=O)/C=C/c1ccccc1 (stereo not given)	-18.0
O=C(COc1ccc(Cl)cc1)Nc1ccc2c(c1)CN(C(=O)C1CC1)CC2	5.0
O=C(c1ccc2nsnc2c1)N1CCSC(c2ccccc2Cl)CC1 (stereo not given)	4.0
COc1ccc(OC(=O)c2ccccc2)c(C(C)=O)c1	-5.0
Cc1cc(=O)n(CCNC(=O)c2c[nH]c(=O)[nH]2)cn1	-8.0
COCC(=O)Nc1cc(C)nn1-c1nc2c(cnn2-c2cccc(Cl)c2)c(=O)[nH]1	-6.0
COCC(=O)NCCn1ncc2c(N3CCCCC3)ncnc21	8.0
CCOc1ccccc1NC(=O)Cn1cnc2c(cnn2-c2ccc(F)cc2)c1=O	-4.0
O=C(Nc1nc(-c2csc(NC(=O)c3ccc(Cl)s3)n2)cs1)c1ccc(Cl)s1	-17.0
Cc1onc(-c2c(Cl)cccc2Cl)c1C(=O)ON=C(C#N)c1ccccc1	-3.7
CSc1ccc(CNC(=O)c2cn[nH]n2)cc1	-15.0
CC(C)c1ccc(NC(=O)Cn2nc3c4cc(F)ccc4ncn3c2=O)cc1	-8.0

Taken from above.
Cn1cccc1C(O)CCNS(=O)(=O)/C=C/c1ccccc1 (stereo not given) @ SSB-PriA inh = -18.0
CCOc1ccccc1NC(=O)Cn1cnc2c(cnn2-c2ccc(F)cc2)c1=O @ SSB-PriA inh = -4.0
COc1ccc(OC(=O)c2ccccc2)c(C(C)=O)c1 @ SSB-PriA inh = -5.0
O=C(COc1ccc(Cl)cc1)Nc1ccc2c(c1)CN(C(=O)C1CC1)CC2 @ SSB-PriA inh = 5.0
O=C(c1ccc2nsnc2c1)N1CCSC(c2ccccc2Cl)CC1 (stereo not given) @ SSB-PriA inh = 4.0

More structures follow:
SMILES	SSB-PriA inh
O=C(NCCOc1ccc(F)cc1)c1ccc(Cl)c(Cl)c1	-45.0
NC(=NOC(=O)/C=C/c1ccccc1)c1ccncc1	-9.9
O=C(CCN1C(=O)c2ccccc2S1(=O)=O)Nc1ccon1	1.0
O=C(CN1CCOCC1)NN=C/C(Br)=C\c1ccccc1	-2.5

Not all compounds are listed, so the mix of outcomes need not match the whole.
